Bioassay records (PubChem)
GLP1R inv ag – qHTS of GLP-1 Receptor Inverse Agonists (Inhibition Mode); 1.6% of 410,000 active; HEK293 GLP-1R CRE-luciferase, luminescence, 24 h; GLP-1R form is constitutively active; Potency, µM (top dose mostly 38.3 µM), for the others: at the highest dose activity change, negative = inhibition, most hits filed as inhibitors; further: on the % scale 0 is the no-effect control and ±100 the full control effect; nearly all actives have a fitted effect of over 55% in size
Target sequence (P43220 whole entry, looked up): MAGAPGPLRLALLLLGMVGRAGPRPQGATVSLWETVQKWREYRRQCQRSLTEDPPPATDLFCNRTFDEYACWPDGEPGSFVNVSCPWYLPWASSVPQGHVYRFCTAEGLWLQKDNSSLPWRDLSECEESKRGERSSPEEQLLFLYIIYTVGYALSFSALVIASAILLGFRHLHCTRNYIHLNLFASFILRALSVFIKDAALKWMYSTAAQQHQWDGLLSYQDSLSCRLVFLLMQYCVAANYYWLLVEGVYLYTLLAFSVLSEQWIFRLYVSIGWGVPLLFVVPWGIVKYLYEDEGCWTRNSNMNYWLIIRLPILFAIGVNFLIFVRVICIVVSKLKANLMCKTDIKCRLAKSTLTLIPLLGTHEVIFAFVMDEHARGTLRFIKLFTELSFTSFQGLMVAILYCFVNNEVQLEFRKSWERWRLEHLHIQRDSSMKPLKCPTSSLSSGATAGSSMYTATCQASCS
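HEK293 cells stably co-expressing constitutively active GLP-1R and a cAMP-responsive luciferase reporter were seeded in DMEM with 10% Nu serum, given compounds after 12 h, and incubated 24 h at 37 deg C. Luminescence was then read.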
TDP43 rescue – qHTS of TDP-43 Inhibitors. TDP-43 expressing yeast growth rescue, BacTiter-Glo, 24 h. Potency, µM (series often up to 46.1 µM), for the others: top-dose growth rescue (activation), actives largely listed as activators. 1.8% of 410,000 active. AID 652104, 2013; further: % of control where 0% means no effect; nearly all actives have a fitted effect of over 50% in size
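Yeast cells expressing TDP-43 under galactose induction are exposed to compounds for 24 hr at 30 deg C. BacTiter-Glo luminescence measures growth, so protective compounds score as activators.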
KB-V1 cytotox – qHTS assay for MDR1-selective chemotherapeutics: Primary screen using the drug-selected MDR subline cells KB-V1 | Potency, µM (doses to about 46.1 µM), for inactives: top-dose activity change, negative = cytotoxicity, actives largely listed as cytotoxic | AID 1347076, 2019 | KB-V1 MDR cells viability, CellTiter-Glo, 72 h | 3.4% of 400,000 active; further: on the % scale 0 is the no-effect control and ±100 the full control effect; nearly all actives have a fitted effect of over 60% in size
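KB-V1 MDR subline cells in DMEM (phenol-red free, 10% FBS) exposed to compounds in qHTS concentration series for 72 h at 37 degrees C. Viability read by CellTiter-Glo luminescence; concentration-effect curves fitted after normalization and correction.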
KB-3-1 tox – qHTS assay for MDR1-selective chemotherapeutics: Primary screen using the parental adenocarcinoma cell KB-3-1 | Potency, µM (top dose mostly 46.1 µM), without a hit: at the highest dose activity change, negative = cytotoxic, actives largely listed as cytotoxic | KB-3-1 viability, CellTiter-Glo ATP luminescence, 72 h | 1.4% of 400,000 active; further: on the % scale 0 is the no-effect control and ±100 the full control effect; nearly all actives have a fitted effect of over 60% in size
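Multi-concentration cytotoxicity screen in KB-3-1 cells grown in DMEM lacking phenol red with 10% FBS. After 72 h at 37 °C with compound, ATP-dependent luminescence was recorded.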
HT1080NT lethal – qHTS for induction of synthetic lethality in tumor cells producing 2HG: qHTS for the HT-1080-NT fibrosarcoma cell line; HT-1080-NT fibrosarcoma viability, CellTiter-Glo ATP luminescence, 48 h; Potency, µM (series often up to 46.1 µM), inactives show top-dose activity, negative = less viability, usual class: cytotoxic; 1.6% of 360,000 active; AID 686970, 2013;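 further: NT is the 2HG producing partner of a matched IDH1 knockdown line; 0% = DMSO-treated cells and -100% = media-only wells without cells; nearly all actives have a fitted effect of over 55% in size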
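Read-out is CellTiter-Glo luminescence after 10 minutes at room temperature, following 48 hours' compound treatment of HT-1080-NT cells (750 cells/well, RPMI, 5% FBS, 37 degrees C).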
HT1080 IDH1KD tx – qHTS for induction of synthetic lethality in tumor cells producing 2HG: qHTS for the HT-1080-IDH1KD cell line | HT-1080 IDH1 knockdown viability, ATP luminescence, 48 h | Potency, µM (doses to about 46.1 µM), for the others: at the top dose activity, negative = toxicity, actives largely listed as cytotoxic | 2% of 360,000 active;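 further: 0% = DMSO wells and -100% = cell-free medium wells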
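After a 2 h attachment period, IDH1KD HT-1080 cells took pin-transferred compound for 48 h at 37 °C; ATP-based luminescence after 10 min room-temperature reagent incubation reported viability.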
SW480 rerep – A quantitative high throughput screen for small molecules that induce DNA re-replication in SW480 colon adenocarcinoma cells. SW480 DNA re-replication, Hoechst DNA content imaging, 48 h. Potency, µM (highest dose often 46.1 µM), for the others: at the top dose re-replication activation, actives largely listed as activators. 1.8% of 340,000 active. AID 624297, 2012; further: % of control where 0% means no effect; nearly all actives have a fitted effect of over 55% in size
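250 cells/well; 23 nL cpd via pin tool; 48 hr, 37 C, 5% CO2; Hoechst 40 min; imager read of total nuclear intensity, ex 405/em 500-530 nm.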
GLP1R cytotox – qHTS of GLP-1 Receptor Inverse Agonists: Cytotox Screen. 0.13% of 410,000 active. AID 624418, 2012. HEK293 cAMP-luciferase reporter cells, luminescence, 24 h. Potency, µM (top dose mostly 38.3 µM), for the others: top-dose activity change, negative = inhibition, hits mostly inhibitors;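 further: loss of luciferase light is scored as toxicity; on the % scale 0 is the no-effect control and ±100 the full control effect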
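Luminescence readout: signal drop marks cytotoxicity. Plated cells grew 12 h at 37 °C, 5% CO2, received 23 nL compound for 24 h, then got luciferase reagent, read after 12 min at RT.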
GLP-1R agonist – qHTS of GLP-1 Receptor Agonists; Glucagon-like peptide 1 receptor (Homo sapiens), P43220; HEK293 GLP-1R CRE-luciferase, luminescence, 4-6 h; cells express a hypersensitive GLP-1R form; Potency, µM (titrated, usually from 45.6 µM), without a hit: at the highest dose activation, usual class: activators; 0.007% of 380,000 active; AID 624172, 2012; further: % of control where 0% means no effect
An asterisk follows results filed as active; ? = inconclusive; · = not tested or not shown; & = joins results of further samples; [ ] = dose if it differs, or a comment. The call rests on the fitted dose curve; in most records, active means well fitted curve in the direction sought with a large enough effect; inconclusive means small, poorly fitted or top-dose-only effect, or another doubt; inactive means no such curve, though single readings can be large; an effect the other way counts as inactive or inconclusive. Potency means the concentration at half of the fitted maximal effect.

#	SMILES	GLP1R inv ag	TDP43 rescue	KB-V1 cytotox	KB-3-1 tox	HT1080NT lethal
1	Cn1c(SCc2ccccc2Cl)nc(C(F)(F)F)cc1=O	-20%	-12%	9%	2%	-2%
2	O=C(O)C1CC(c2ccccc2)=NO1 (configuration not stated)	0%	-10%	26%	11%	7%
3	CN(C)S(=O)(=O)c1ccc(NCC2COc3ccccc3O2)c([N+](=O)[O-])c1 (configuration not stated)	?	10%	?	-11%	-14%
4	O=c1c2cc(N3CCOCC3)ccc2[nH]c(=S)n1CC1CCCO1 (configuration not stated)	4%	-2%	?	1%	5%
5	CC(C)CC(C(=O)O)N(Cc1ccccc1)Cc1ccccc1 (configuration not stated)	?	20%	-1%	1%	-3%
6	O=C(NCCCN1CCCC1=O)C1CCN(S(=O)(=O)c2cc(C(F)(F)F)ccc2Cl)CC1	-12%	4%	?	14%	6%[9.24 µM]
7	COc1ccc(NC(=S)N2CCC(NC(=O)C3CCCCC3)CC2)cc1	13%	-21%	0%	?	14%
8	CC(Oc1ccc(-c2ccccc2)c(F)c1)c1ccn(S(=O)(=O)c2ccc(Br)cc2)n1 (configuration not stated)	7.1µM*	0%	0%	-19%	-14%
9	O=C(Nc1nnc(-c2ccco2)o1)c1cccc(N2C(=O)CCC2=O)c1	16%	10%	3%	-1%	10%
10	COc1ccc(C(=O)/C(=C\N(C)C)n2nc(C)cc2C)cc1	16%	-10%	?	5%	10%
11	Cc1ccc(N(C)C(=O)C2CCCN(c3ncnc4c3nc3n4CCCCC3)C2)cc1C (configuration not stated)	5%	17%	-13%	-33%	·
12	NS(=O)(=O)c1ccc(NC(=O)COC(=O)CCC2CCCCC2)cc1	6%	-3%	2%	2%	0%
13	Cc1cc(C(=O)COc2cccc(-n3cnnn3)c2)c(C)n1-c1ccccc1	?	0%	?	?	-13%
14	CCCCN(CC)CCCNC(=O)c1csc2c1CCCCC2	?	-1%	3%	9%	-7%
15	O=C(Cc1cn2ccsc2n1)Nc1cccc2cnccc12	3%	-6%	2%	19%	13%

#	HT1080 IDH1KD tx	SW480 rerep	GLP1R cytotox	GLP-1R agonist
1	11%	0%	9%	-5%
2	16%	-9%	-17%	-8%
3	-10%	2%	-1%	4%
4	8%	-3%	56%[activator]	-8%
5	12%	-1%	-27%	-4%
6	0%	-17%	7%	13%
7	17%	-2%	-13%	0%
8	-8%	-3%	-5%	-2%
9	9%	-1%	10%	0%
10	7%	-5%	0%	6%
11	·	·	-4%	·
12	-6%	-71%[inhibitor]	0%	-5%
13	-29%	-3%	-24%	-1%
14	-7%	-5%	-2%	13%
15	15%	-10%	2%	-1%

Next records follow.
#	SMILES	GLP1R inv ag	TDP43 rescue	KB-V1 cytotox	KB-3-1 tox	HT1080NT lethal
16	O=C(Nc1ccccc1N1CCN(c2ccccc2)CC1)C12CC3CC(CC(C3)C1)C2	-2%	24%	-10%	9%	22%
17	CC(C)OCCCNC(=O)CN1C(=O)CSc2ccc(S(=O)(=O)N3CCCCC3)cc21	?	-14%&-31%	?	-10%&0%	0%
18	CCc1ccc(NC(=O)N(CCCOC(C)C)C2CCN(C(C)=O)CC2)cc1	22%	-20%	-15%	-3%	-4%
19	CCOC(=O)C1(C)CCCN(C(=O)c2ccc3c(c2)CCO3)C1 (configuration not stated)	27%	23%	3%	0%	21%
20	COC(=O)c1cccc(Nc2nc(-c3cccnc3)nc3ccccc23)c1	9%	10%	?	-19%	-10%
21	COc1ccc2cc(C(c3nnnn3C3CCCC3)N3CCOCC3)c3nnnn3c2c1 (configuration not stated)	6%	-11%	?	?	2%
22	Cc1ccc(OCCC(=O)OC(C)C(=O)Nc2ccc(Cl)cn2)cc1 (configuration not stated)	-11%	-30%	11%	7%	-10%
23	CCOC(=O)c1cn(Cc2ccccc2)c(C(=O)OC(C)(C)C)c1O	?	13%	?	-20%	-2%
24	Cc1cc(N2CCOCC2)n2ncc(-c3ccccc3)c2n1	?	20%	-18%	-9%	-4%
25	Cc1ccc(S(=O)(=O)N(C)CC(=O)NNC(=O)CCS(=O)(=O)c2ccccc2)cc1	6%	7%	-1%	-14%	10%[9.24 µM]
26	CNC(=O)c1ccc(C)c(NC(=O)C2=C(C)OCCS2)c1	8%	2%	4%	-12%	8%
27	O=C(NCCc1ccccc1)c1ccc(-n2cnnn2)cc1	0%	-3%	9%	-14%	9%
28	CCOc1ccc(NC(=O)C2C3CC/C=C\CCC32)cc1 (configuration not stated)	-27%	16%	16%	10%	-11%
29	CCN1CCC2(CCN(Cc3cn[nH]c3-c3ccc(OC)c(F)c3)C2)C1 (configuration not stated)	19%	-5%	14%	1%	1%
30	Cc1ccc(C)c(S(=O)(=O)N2CCCC2CNC(=O)C(=O)NCc2cccs2)c1 (configuration not stated)	?	-5%	-11%	6%	-2%

#	HT1080 IDH1KD tx	SW480 rerep	GLP1R cytotox	GLP-1R agonist
16	11%	-5%	0%	-12%
17	-2%	22%	1%&-14%	-2%&-4%
18	11%	-4%	-27%	0%
19	5%	·	4%	-1%
20	-12%	1%	-4%	14%
21	-3%	5%	-7%	19%
22	-11%	2%	-5%	4%
23	-3%	19%	2%	2%
24	-25%	1%	-11%	-14%
25	5%	-40%[inhibitor]	2%	-4%
26	11%	-9%	-14%	6%
27	16%	-6%	9%	24%
28	-10%	6%	-6%	5%
29	3%	0%	19%	1%
30	0%	-567%[inhibitor]	1%	8%

Going on with the list.
#	SMILES	GLP1R inv ag	TDP43 rescue	KB-V1 cytotox	KB-3-1 tox	HT1080NT lethal
31	COc1ccccc1OCC(O)Cn1c(Br)nc2c1c(=O)[nH]c(=O)n2C (configuration not stated)	0%	17%	23%	12%	-7%
32	COc1cc(CN(CC2CCCO2)C(=O)c2cccs2)cc(OC)c1OC (configuration not stated)	39%[activator]	-2%	-14%	5%	10%
33	Cc1ccccc1OCCn1cnc2c(N)ncnc21	85%[activator]	-10%	-26%	0%	1%
34	COc1ccc(S(=O)(=O)NCC(c2cccnc2)N2CCN(C)CC2)cc1C (configuration not stated)	-1%	-4%	0%	-1%	-1%
35	O=C(Nc1ccc(-c2nc3cccnc3s2)cc1)C1CCCO1 (configuration not stated)	?	16%	-4%	-17%	-22%
36	C=CCC[C@H](Cc1ccc(F)cc1)C(=O)OC[C@@H](C)NC(=O)[C@@H](CC=C)CC(=O)N[C@@H](CO)Cc1ccccc1	-23%	20%	0%	15%	3%
37	COc1ccccc1OCCCCCCN1CCN(C)CC1	?	-6%	21%	2%	0%
38	Cc1cn(CC(=O)N[C@H](CO)Cc2c[nH]c3ccccc23)c(=O)[nH]c1=O	-6%	16%	0%	0%	10%
39	Fc1ccc(-c2nc(Nc3cccc(C(F)(F)F)c3)nc3c2COc2ccccc2-3)cc1	7%	0%[9.22 µM]	11%	1%	·
40	Cc1c(-c2nc(-c3ccccc3F)no2)nnn1-c1cc(F)ccc1F	?	2%	1%	4%	·
41	O=C(Cn1ncc(Cl)c(Cl)c1=O)c1ccc(Cl)cc1	-82%	0%	?	?	15µM*
42	COc1ccc(NC(=O)c2ccco2)cc1NC(=O)c1cccc(F)c1	12%	?	-20%	3%	2%
43	CCOc1ccc(S(=O)(=O)N2CCN(S(=O)(=O)c3ccc(OCC)cc3)C(C)C2)cc1 (configuration not stated)	-35%	-7%	-6%	-11%	-13%
44	Cc1ccc2nc(SCC(=O)N3CCCC3)[nH]c2c1	0%	-23%	3%	-4%	12%
45	C=CCNC(=O)c1onc(CSc2ccccc2F)c1C(=O)O	-12%	13%	0%	2%	-4%

#	HT1080 IDH1KD tx	SW480 rerep	GLP1R cytotox	GLP-1R agonist
31	-1%	-1%	-4%	20%
32	-3%	-8%	1%	-7%
33	-6%	-23%	13%	21%
34	6%	-2%	2%	-1%
35	-27%	?	5%	-5%
36	4%	6%	3%	7%
37	-16%	-6%	0%	7%
38	15%	9%	0%	-1%
39	·	·	10%	·
40	·	·	0%	·
41	?	?	10µM*	-17%
42	0%	-17%	6%	8%
43	-14%	2%	3%	-8%
44	0%	-5%	-19%	-9%
45	-13%	-3%	8%	-2%

Continued (2 carried over from the part before).
#	SMILES	GLP1R inv ag	TDP43 rescue	KB-V1 cytotox	KB-3-1 tox	HT1080NT lethal
44	Cc1ccc2nc(SCC(=O)N3CCCC3)[nH]c2c1	0%	-23%	3%	-4%	12%
45	C=CCNC(=O)c1onc(CSc2ccccc2F)c1C(=O)O	-12%	13%	0%	2%	-4%
46	CC(C)c1nc(NCC2CCCO2)c(C#N)c2c1COC(C)(C)C2 (configuration not stated)	?	?	-17%	11%	-3%
47	COc1cc2c(cc1OC)CN(C(=O)Cn1ccccc1=O)CC2	16%	7%	-13%	0%	-2%
48	O=S(=O)(Nc1ccc2oc3c(c2c1)CCCC3)c1cc(Cl)ccc1Cl	11µM*	35µM*	-13%	10%	·
49	C(=N\Nc1nncc2ccccc12)/c1ccccn1	?	20%	-28%	?	?
50	CCCC(=O)N1CCCC(C(=O)c2cccc(OC(C)C)c2)C1 (configuration not stated)	-19%	·	-13%	1%	6%

#	HT1080 IDH1KD tx	SW480 rerep	GLP1R cytotox	GLP-1R agonist
44	0%	-5%	-19%	-9%
45	-13%	-3%	8%	-2%
46	-15%	0%	-7%	20%
47	7%	-24%	12%	-5%
48	·	·	2%	·
49	5.2µM*	2.6µM*	?	-1%
50	1%	12%	-5%	13%
